# Source: PubChem BioAssay
# Pf growth 48h – inhibits P. falciparum growth in the first generation, 48 h | Potency, µM (highest dose often 28.7 µM), without a hit: top-dose activity change, negative = inhibition, hits mostly inhibitors | 310,000 compounds, 5.9% hits | P. falciparum luciferase growth in erythrocytes, 48 h; note: potency is the fitted concentration of half-maximal effect; % is set by controls: 0 for no effect and ±100 for the full control effect
#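 Read-out is firefly luciferase luminescence from an integrated reporter in P. falciparum, so falling signal marks reduced parasite growth. Infected erythrocytes were at 2% hematocrit and 0.1% parasitemia (final) in Albumax-supplemented RPMI 1640.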
# Pf growth 96h – P. falciparum growth inhibition at 96 hour, primary screen for plastid delayed-death inhibitors. P. falciparum luciferase reporter growth, 96 h. Potency, µM (titrated, usually from 28.7 µM), for inactives: at the top dose activity change, negative = inhibition, most hits filed as inhibitors. 320,000 compounds, 6.9% hits. AID 504834; note: potency is the fitted concentration of half-maximal effect; % is set by controls: 0 for no effect and ±100 for the full control effect
#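 Parasite growth measured via integrated firefly luciferase reporter in P. falciparum. Infected erythrocytes at 2% hematocrit, 0.05% parasitemia final were treated 96 hours at 37 C under 5% CO2, and luminescence was read.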
# LmPK inh – LmPK (Leishmania mexicana) enzyme inhibition; Q27686; purified LmPK, Kinase-Glo ATP luminescence, 1 h; Potency, µM (series often up to 57.5 µM), for inactives: top-dose activity change, negative = inhibition, actives largely listed as inhibitors; 290,000 compounds, 0.37% hits; AID 1721; note: potency is the fitted concentration of half-maximal effect; % is set by controls: 0 for no effect and ±100 for the full control effect
# Target sequence (Q27686 whole entry, looked up): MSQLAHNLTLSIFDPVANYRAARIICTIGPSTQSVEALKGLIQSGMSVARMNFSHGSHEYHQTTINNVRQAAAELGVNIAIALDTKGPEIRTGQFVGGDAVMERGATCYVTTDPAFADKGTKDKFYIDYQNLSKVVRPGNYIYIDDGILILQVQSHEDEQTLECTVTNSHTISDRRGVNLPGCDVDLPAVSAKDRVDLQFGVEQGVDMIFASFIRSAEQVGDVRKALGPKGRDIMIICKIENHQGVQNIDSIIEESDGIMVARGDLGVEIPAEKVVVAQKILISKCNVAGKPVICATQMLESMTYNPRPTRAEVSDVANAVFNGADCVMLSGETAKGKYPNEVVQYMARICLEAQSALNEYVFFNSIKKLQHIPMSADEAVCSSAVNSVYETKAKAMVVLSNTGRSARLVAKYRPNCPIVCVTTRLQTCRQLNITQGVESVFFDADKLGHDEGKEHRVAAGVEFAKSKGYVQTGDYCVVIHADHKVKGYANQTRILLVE
#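 qHTS format; LmPK 0.1 nM; substrates PEP 0.5 mM and ADP 0.1 mM. One-hour room-temperature incubation, then coupled luciferase luminescence; 0.5 nM enzyme wells mark activation.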
# Cycloheximide cs – affects cycloheximide protein synthesis inhibition readout, counter-screen; 300,000 compounds, 12% hits; max response, %; cell reporter, cycloheximide protein synthesis inhibition counterscreen; in the data active = max response mostly above about 13%, no sharp cut-off; inactive = mostly below about 14%; note: read at 38.3 µM for the half of the compounds with a filed dose; 0% is about no effect
# HCV inhibitor – blocks hepatitis C virus | Huh7.5.1 HCVcc-Cre infection, luciferase reporter, 44 h | Potency, µM (series often up to 41.8 µM), inactives show at the highest dose activity change, negative = inhibition, usual class: inhibitors | 340,000 compounds, 3.4% hits; note: potency is the fitted concentration of half-maximal effect; % is set by controls: 0 for no effect and ±100 for the full control effect
#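 Seed cells (1,000/well) for 4 h; treat with compound and infect with HCVcc-Cre, moi about 0.5. Incubate 44 h, then detect luciferase activity.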
# Shiga inhibitor – blocks Shiga toxin action in Vero cells | Vero cells, Shiga toxin protein synthesis inhibition reporter | inhibition, % at 38.7 µM | 290,000 compounds, 9.2% hits | AID 2315; in the data active = inhibition mostly above about 28%, no sharp cut-off; inactive = mostly below about 43%; note: 0% is about no effect
# TbPYK inhibitor – inhibitors of Trypanosoma brucei pyruvate kinase | TbPYK enzyme, Kinase-Glo Plus ATP luminescence, 45 min | Potency, µM (titrated, usually from 76.8 µM), for inactives: at the highest dose activity, negative = inhibition, actives largely listed as inhibitors | 410,000 compounds, 0.12% hits; note: potency is the fitted concentration of half-maximal effect; % is set by controls: 0 for no effect and ±100 for the full control effect; nearly all actives have a fitted effect of over 50% in size
#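 Activity of T. brucei pyruvate kinase was followed by Kinase-Glo Plus luminescence after the enzyme reacted 45 min at room temperature with 130 uM ADP (final) and substrate. Test compounds were added before ADP at multiple concentrations.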
# Numbers without * were called inactive; ? = inconclusive; nt = not tested or not shown; & = joins results of further samples; [ ] = remark or other dose. Unless noted, calls come from the whole dose curve; as a rule, active = well fitted curve in the direction sought with a large enough effect; inconclusive = small, poorly fitted or top-dose-only effect, or another doubt; inactive = no such curve, though single readings can be large; an effect the other way counts as inactive or inconclusive.
SMILES,Pf growth 48h,Pf growth 96h,LmPK inh,Cycloheximide cs,HCV inhibitor,Shiga inhibitor,TbPYK inhibitor
Cc1ccc2nsnc2c1S(=O)(=O)N1CCCC1C(=O)O (configuration not stated),16%,?,-2%,2,-5%,-9,-2%
O=C(Cc1ccc2c(c1)OCCO2)N1CCN(S(=O)(=O)c2ccccc2C(F)(F)F)CC1,-24%,?,7%,-1,?,-3,-3%
C/C(=N\NC(=O)c1nnn(-c2nonc2N)c1-c1ccc2c(c1)OCO2)c1ccc(F)cc1,?,4.7µM*,5%,-3,9%,-5,3%
CCNc1nc(NCC)n2c(SCC(=O)Nc3ccccc3[N+](=O)[O-])nnc2n1,-10%,?,0%,-2,-6%,-6,-5%
CCN(CC(=O)Nc1cc(OC)ccc1OC)Cc1nc2ccccc2c(=O)[nH]1,-4%,-22%,-1%,9,-28%,-8,-4%
O=C(CNC(=O)Cc1ccccc1)NCc1cccc(C(F)(F)F)c1,0%,11%,3%,-6,4%,-12,-10%
O=C(c1ccc(=O)[nH]n1)N1CCc2ccccc2C1,-4%,-15%,3%,6,17%,20,-2%
O=C(Nc1nnc(-c2ccccc2Cl)o1)c1cccnc1,7%,24%,-14%,19*,-5%,58*,1%
CCOC(=O)[C@H]1[C@H]2COc3cc(OC)ccc3[C@@H]2N2C(=O)c3ccc(F)cc3NC(=O)[C@@]12C,?,?,nt,nt,?,nt,6%
N/N=c1\sc2ccccc2n1-c1ccccc1,6%,4%,-2%,-1,-19%,-15,2%
O=C(COC(=O)/C=C/c1ccccc1)NCc1ccc(Cl)cc1,27%,41%[activator],0%,-1,11%,-6,-4%
O=[N+]([O-])c1ccc(S(=O)(=O)N/N=C/c2ccsc2)cc1,0%,-8%,-15%,2,1%,-2,0%
O=C(CN1CCC(C(=O)c2ccc3c(c2)OCCO3)CC1)Nc1ccccc1F,16%,29%,0%,-1,-19%,-2,14%
CCCCNC(=O)/C(=C\c1ccc([N+](=O)[O-])o1)NC(=O)c1ccccc1,?,-19%,10%,16,?,50,-2%
COc1cc(NC(=O)COc2ccccc2[N+](=O)[O-])ccc1NC(=O)c1cccs1,52%[activator],12µM*,2%,-1,?,-5,0%
O=C(N/N=C/C(Br)=C/c1ccccc1)c1ccncc1,10µM*,15µM*,-3%,38*,?,73*,-2%
CN(CC(=O)N1CCCc2c1c(=O)oc1ccc(O)cc21)Cc1ccccc1,9.3µM*,?,5%,2,?,-10,-12%
O=C(NCCc1ccncc1)Nc1ccc(Cl)c(Cl)c1,?,23%,6%,8,-25%,10,-5%
Cc1noc2ncnc(Oc3ccc(F)cc3)c12,-6%,4%,1%,-4,11%,-10,-2%
C/C(=N\NC(=O)c1nnn(-c2nonc2N)c1-c1ccc2c(c1)OCO2)c1cccs1,?,12µM*,11%,11,19%,14,-4%
COc1ccc(CN2CCCCCC2)cc1Br,3%,15%,0%,-2,-17%,4,-2%
O=C(CSc1nnc(C2CCCCC2)n1-c1ccccc1)NCc1ccco1,-7%,33%[activator],8%,9,10%,-10,1%
CC(=O)Nc1ccc(C2=NNC(=Nc3ccc(S(=O)(=O)N4CCOCC4)cc3)SC2)cc1,?,12µM*,?,-1,?,-2,?
COc1ccc2cc(S(=O)(=O)NC3CC(C)(C)NC(C)(C)C3)ccc2c1,-11%,-27%,1%,-5,?,-22,-4%
CCc1nnc(NS(=O)(=O)c2ccc(NC(=O)c3ccc(C#N)cc3)cc2)s1,?,10µM*,0%,-1,9%,3,1%
CCN(Cc1ccncc1)S(=O)(=O)c1ccc(C(C)=O)cc1,?,?,2%,-1,?,-4,-14%
CCN(CC)S(=O)(=O)c1ccc(N2CCCC2)c(NC(=O)Cc2ccc(OC)cc2)c1,?,?,-1%,11,?,0,-1%
CC1CCN(S(=O)(=O)c2cccc3cccnc23)CC1,4%,-12%,-3%,-5,-4%,-4,-7%
CC(C)CCN(C(=O)Cc1ccc(Cl)c(Cl)c1)c1c(N)n(Cc2ccccc2)c(=O)[nH]c1=O,-16%,?,3%,5,10µM*,-6,-1%
Cc1ccc(Cl)c(OCC(=O)Nc2ccc(S(=O)(=O)NC3=NCCCCC3)cc2)c1,?,?,nt,nt,?,nt,8%
Cc1ccc(N2CC(C(=O)N3CCN(c4ccccc4)CC3)CC2=O)cc1 (configuration not stated),-7%,26%,-13%,-3,-16%,-15,-8%
COc1cc2c(cc1NC(=O)c1ccc3c(c1)OCO3)oc1ccccc12,100%[activator],31%[activator],-10%,41*,14µM*,92*,1%
Cc1cccc(-c2nnc(SCC(=O)c3ccc(O)cc3O)n2C)c1,-7%,-25%,0%,4,17%,-5,-4%
Cc1ccc(O)c(C(=O)c2cnn(C(=O)c3cccc(S(=O)(=O)N(C)C)c3)c2)c1,17%,6%,nt,nt,14%,nt,-1%
O=C(Nc1cccc(-c2cn3c(n2)SCC3)c1)c1ccc(Br)o1,17%,0.74µM*,5%,17,-10%,29,2%
CC(NC(=O)c1cccc(N(C)C)c1)c1ccc(-n2ccnc2)cc1 (configuration not stated),?,2%,0%,2,-17%,-4,-2%
CC(=O)Nc1ccc(C(=O)OCC(=O)NCc2cccs2)cc1,20%,15%,nt,nt,10%,nt,-7%
O=S(=O)(c1cccc2nonc12)N1CCN(c2ccccc2F)CC1,-10%,26%,3%,-2,-19%,-14,1%
Fc1cccc(-c2csc(-c3ccno3)n2)c1,10%,42%[activator],0%,25*,0%,38*,-14%
Cc1ccc(C(=O)N2CCN(C(=O)N3CCOCC3)CC2)cc1,24%,5%,-7%,1,10%,-18,-3%
Cc1ccc(NC(=O)CCNC(=O)N2C[C@H]3C[C@@H](C2)c2cccc(=O)n2C3)c(C)c1,35%[activator],100%[activator],-8%,1,6%,-3,5%
CCC1(CC)NC(=O)N(CC(=O)N2N=C(c3ccc(Cl)cc3)CC2c2ccco2)C1=O (configuration not stated),?,?,0%,-2,5%,-6,-10%
CC(NS(=O)(=O)c1ccccc1)C(=O)NCc1ccco1 (configuration not stated),1%,nt,14%,4,-1%,-1,-12%
N#C/C(=C\c1cn(Cc2ccc(F)cc2)c2ccccc12)C(=O)NCc1ccco1,17%,?,1%,-2,3%,-11,5%
CCOC(=O)CCc1c(C)nc2c(c(C)nn2-c2ccc(C)cc2)c1C,?,6%,9%,-1,13%,0,-8%&2%
O=C(Nc1ccc(Br)cc1F)c1ccncc1,108%[activator],nt,-2%,25*,-11%,56*,-4%
O=C1c2ccccc2C(=O)N1C(CO)C(O)c1ccc([N+](=O)[O-])cc1 (configuration not stated),5%,20%,0%,0,12%,-6,36%
COc1ccccc1CN1CC(C(=O)NCCc2ccc(C)o2)CCC1=O (configuration not stated),-18%,9.3µM*,10%,13,-1%,-3,-13%
Cc1ccc(CS(=O)(=O)c2ccc(C(=O)N3CCN(c4ccccn4)CC3)cc2[N+](=O)[O-])cc1,-26%,?,6%,-3,?,3,-2%
CCCCn1c(N)c(N(CCC(C)C)C(=O)C2=NN(c3cc(C)ccc3C)C(=O)CC2)c(=O)[nH]c1=O,-4%,6%,nt,nt,15%,nt,4%
# Additional structures follow:
SMILES,Pf growth 48h,Pf growth 96h,LmPK inh,Cycloheximide cs,HCV inhibitor,Shiga inhibitor,TbPYK inhibitor
CC(Sc1cccc(C(F)(F)F)c1)C(=O)NC(N)=O (configuration not stated),15%,-2%,-2%,-4,8%,-15,-1%
COc1cccc2sc3ccc(NCc4ccc5c(c4)OCO5)cc3c(=O)c12,-24%,?,-9%,19*,-12%,25,2%
CCOC(=O)CCCSc1nc2sc(C)c(C)c2c(=O)[nH]1,5%,4%,-3%,-1,6%,-10,0%
Oc1ccc(-c2csc(Nc3cccc4ccccc34)n2)cc1O,?,-98%,-16%,8,-28%,11,-19%
COc1ccc(S(=O)(=O)N2CCCC2C(=O)n2nc(C)cc2C)cc1 (configuration not stated),22%,?,7%,1,-5%,-8,-4%
O=C(CNCc1ccccc1)Nc1ccc(Cl)cc1,-7%[0.00184 µM],76%[activator],4%,28*,-5%,79*,1%
O=[N+]([O-])c1ccc(Sc2cccc3cccnc23)c([N+](=O)[O-])c1,-10%,nt,1%,19*,-11%,13,-10%
CCc1nnc(NC(=O)CN2CCN(Cc3cccc(OC)c3)CC2)s1,-6%,-24%,-7%,-3,11%,-18,0%
CC1(C(=O)NC2CCCCC2)CCC(=O)N1Cc1ccc2c(c1)OCO2 (configuration not stated),0%,17%,1%,1,14%,-7,1%
O=C(NCCc1ccccn1)c1cc(C(=O)C2CCCCC2)c[nH]1,-25%,?,-1%,4,-2%,19,5%

# Part of the list above in order of molecular weight, descending.
SMILES,Pf growth 48h,Pf growth 96h,LmPK inh,Cycloheximide cs,HCV inhibitor,Shiga inhibitor,TbPYK inhibitor
CCc1nnc(NC(=O)CN2CCN(Cc3cccc(OC)c3)CC2)s1,-6%,-24%,-7%,-3,11%,-18,0%
CC1(C(=O)NC2CCCCC2)CCC(=O)N1Cc1ccc2c(c1)OCO2 (configuration not stated),0%,17%,1%,1,14%,-7,1%
O=[N+]([O-])c1ccc(Sc2cccc3cccnc23)c([N+](=O)[O-])c1,-10%,nt,1%,19*,-11%,13,-10%
CC(Sc1cccc(C(F)(F)F)c1)C(=O)NC(N)=O (configuration not stated),15%,-2%,-2%,-4,8%,-15,-1%
O=C(CNCc1ccccc1)Nc1ccc(Cl)cc1,-7%[0.00184 µM],76%[activator],4%,28*,-5%,79*,1%

# Next part:
SMILES,Pf growth 48h,Pf growth 96h,LmPK inh,Cycloheximide cs,HCV inhibitor,Shiga inhibitor,TbPYK inhibitor
COc1ccc(NC(=O)COc2cccc3c2CCN(C)C3=O)c(OC)c1,?,?,1%,-1,nt,-18,7%
COc1ccc(NS(=O)(=O)c2cc(NC(=O)c3ccccc3F)ccc2N2CCCC2)cc1,?,?,1%,8,?,16,-5%
CCOC(=O)c1nc2ccccc2c(C)c1C,-3%,?,0%,3,-4%,11,-1%
CC1CCCCC12NC(=O)N(CC(=O)N1CCc3ccccc31)C2=O (configuration not stated),7%,9%,nt,nt,2%,nt,2%
O=C(C[n+]1ccc(-c2ccccc2)cc1)Nc1ccc([N+](=O)[O-])cc1,?,50%[activator],-10%,1,-25%,-6,0%
Cc1cc(Cl)ccc1OCCCC(=O)N1CCN(S(=O)(=O)c2ccccc2)CC1,?,-11%,nt,nt,-15%,nt,8%
Cc1cc(SCC(=O)c2ccccc2)nc(=O)[nH]1,31%[activator],41%[activator],-6%,63*,8%,85*,-17%
Cc1ccc2cc(C#N)c(N3CCCN(S(=O)(=O)c4ccc(F)cc4)CC3)nc2c1,?,-15%,6%,-3,?,7,-4%
CN(C(=O)CSc1nc(-c2ccccc2)cs1)C1CCS(=O)(=O)C1 (configuration not stated),18%,nt,0%,11,24%,37,4%
CCc1cc2c(-c3ccccc3)cc(=O)oc2cc1OC(=O)c1cccs1,4%,127%[activator],0%,3,-8%,-2,1%
CC1(C)OC(C)(C)/C(=C\c2ccccc2[N+](=O)[O-])C1=O,1%,53%[activator],2%,-1,16%,1,1%
CCC(C)c1ccccc1NC(=O)COC(=O)C1=COCCO1 (configuration not stated),-2%,24%,0%,-2,-2%,-5,2%
CC(=O)c1ccc(S(=O)(=O)N2CCN(CC(=O)Nc3ccc(Cl)c([N+](=O)[O-])c3)CC2)cc1,?,2%,nt,nt,-18%,nt,1%

# Rows are unselected; 24% or so of the library scored in one or more.
